# Bioassay records (PubChem)
# M. tuberculosis HTS: M. tuberculosis growth inhibition, HTS (AID 449762). M. tuberculosis H37Rv growth inhibition, 7H9 media; higher % means a stronger effect. 330,000 tested, 0.59% active. one-dose inhibition, % at 25 µM; IC50 in µM for titrated hits; in the data active means a potency from the dose series; inconclusive means inhibition above about 70% without an active follow-up result;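 further: bacterial growth assessed after seven days of incubation; strong numbers were not always called active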
# tuberculosis growth: growth inhibition of non-replicating M. tuberculosis (AID 488890); 320,000 tested, 0.39% active; Mycobacterium tuberculosis non-replicating, growth inhibition; higher % means a stronger effect; inhibition, % at 25 µM; hits with a dose series show IC50 in µM; in the data active means a potency from the dose series; inconclusive means inhibition mostly from about 82% at the one dose, without a potency; inactive means the rest, 99 in 100 with inhibition below about 76%;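 further: plate controls were DMSO cells for no effect and high antibiotic wells for full effect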
# Salmonella PhoP GFP: PhoP regulon inhibitors, Salmonella typhi PhoP promoter GFP reporter, confirmatory (AID 1850) | 310,000 tested, 0.33% active | inhibition, % at 50 µM; hits with a dose series show IC50 in µM | Salmonella Typhi PhoP-promoter GFP reporter, fluorescence, 4 h; higher % means a stronger effect; in the data active means a potency from the dose series; inconclusive means inhibition mostly from about 25% at the one dose, without a potency; inactive means the rest, 99 in 100 with inhibition below about 19%;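 further: 0% = induced wells with vehicle and 100% = uninduced wells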
# H1N1 NS1A inhibition: NS1A inhibition, H1N1 influenza, cell based functional assay (AID 504329); NS1A functional cell-based assay, percent inhibition; higher % means a stronger effect; one-dose inhibition, % at 12.5 µM; IC50 in µM for titrated hits; 340,000 tested, 0.3% active; in the data active means a potency from the dose series; inconclusive means inhibition above about 27% without an active follow-up result; further: strong numbers were not always called active
# inhibitors of VEEV: inhibitors of VEEV TC-83 cytopathic effect, confirmation, Vero cells (AID 588727); inhibition, % at 20 µM; hits with a dose series show IC50 in µM; Vero cells, VEEV TC-83 cytopathic effect inhibition; higher % means a stronger effect; 350,000 tested, 0.13% active; in the data active means a potency from the dose series; inconclusive means inhibition mostly from about 14% at the one dose, without a potency; inactive means the rest, 99 in 100 with inhibition below about 12%; further: strong numbers were not always called active
# inhibitors of VEEV 10K pilot screen: also measured in inhibitors of VEEV; calls as there; inhibition, %; measured here: 10K pilot screen inhibition
# * = called active by the depositor; i = inactive; u = inconclusive; x = no result given; & = joins results of further samples.
SMILES,M. tuberculosis HTS,tuberculosis growth,Salmonella PhoP GFP,H1N1 NS1A inhibition,inhibitors of VEEV,others
NC(=O)COC(=O)c1ccc(NS(=O)(=O)c2ccc3c(c2)OCCO3)cc1,9%,-6%,2%,-4%,0.1%,
CCNC(=O)Cn1c(=O)c2c(ncn2Cc2ccccc2)n(Cc2ccccc2)c1=O,-6%,-7%,0%,2%,1.3%,
O=C(N/N=C/c1cccc([N+](=O)[O-])c1)c1cc2c(ccc3ccccc32)o1,1%,6%,4%,4%,i,
O=C(c1ccccc1)N1CCN(C(=O)N2CCOCC2)CC1,-6%,-11%,1%,6%,1.9%,
Cc1cc(C)nc(N2CCC(C(=O)NC3CC3)CC2)n1,2%,0%,5%,0%,i,
Oc1c(Cl)cc(Cl)cc1CNc1ccccn1,x,x,x,2%,0.6%,
COc1cc(C2C(Oc3ccccc3C)C(=O)N2Cc2ccc(F)cc2)cc(OC)c1OC (stereo not given),-3%,-19%,1%,-6%,0.1%,
COc1cc(CCC(=O)OCn2nnc3ccccc3c2=O)cc(OC)c1OC,1%,60%,0%,9%,5.3%,
Cc1cc(NC(=O)COc2nnc(-c3ccccc3)c3ccccc23)no1,27%,21%,-2%,-1%,2.7%,
Cc1cc(Cl)c(S(=O)(=O)N2CCCC2)cc1OCC(N)=O,-6%,-1%,-6%,-10%,0.3%,
O=C(O)c1ccc(N(c2ccccc2)c2ccccc2)cc1,1%,67%,12%,-3%,0.2%,
COc1ccc(Cl)cc1N1C(=O)CN(Cc2cc(OC)c(OC)c(OC)c2)C1=S,-1%,2%,2%,-4%,7.9%,
COc1ccc(C(CNC(=O)C2CC2)N(C)C)cc1 (stereo not given),-15%,11%,-4%,-3%,1.1%,
COc1cc2c(cc1OC)C(C)N(C(C)=O)CC2 (stereo not given),1%,-7%,10%,-7%,0.9%,
CCOC(=O)CCNC(=O)N1CCCC(C(=O)c2cc(C)c(OC)c(C)c2)C1 (stereo not given),-2%,11%,-8%,-8%,0.4%,
CCc1ccc(C(=O)COC(=O)CNC(=O)Cc2ccccc2)cc1,2%,x,-7%,2%,0.3%,
COc1cc2c(cc1C1NC(=S)NC(C)=C1C(N)=O)CCCC2 (stereo not given),-11%,-6%,-4%,8%,1.7%,
CCC(C(=O)NCCc1c[nH]c2ccc(C)cc12)c1ccccc1 (stereo not given),-2%,11%,-5%,3%,2.8%,
COc1cc(CN2CCCCCC2)cc(OC)c1OC,-3%,-20%,-6%,-11%,0.2%,
O=C(NCc1ccccc1)C(c1ccncc1)N(C(=O)c1csnn1)c1cccc(F)c1 (stereo not given),7%,16%,4%,-10%,0.3%,

# Gathered by group, the entries above with nitrogen in an aromatic ring.
SMILES,M. tuberculosis HTS,tuberculosis growth,Salmonella PhoP GFP,H1N1 NS1A inhibition,inhibitors of VEEV,others
CCNC(=O)Cn1c(=O)c2c(ncn2Cc2ccccc2)n(Cc2ccccc2)c1=O,-6%,-7%,0%,2%,1.3%,
Cc1cc(C)nc(N2CCC(C(=O)NC3CC3)CC2)n1,2%,0%,5%,0%,i,
Oc1c(Cl)cc(Cl)cc1CNc1ccccn1,x,x,x,2%,0.6%,
COc1cc(CCC(=O)OCn2nnc3ccccc3c2=O)cc(OC)c1OC,1%,60%,0%,9%,5.3%,
Cc1cc(NC(=O)COc2nnc(-c3ccccc3)c3ccccc23)no1,27%,21%,-2%,-1%,2.7%,
CCC(C(=O)NCCc1c[nH]c2ccc(C)cc12)c1ccccc1 (stereo not given),-2%,11%,-5%,3%,2.8%,
O=C(NCc1ccccc1)C(c1ccncc1)N(C(=O)c1csnn1)c1cccc(F)c1 (stereo not given),7%,16%,4%,-10%,0.3%,

# Carrying on.
SMILES,M. tuberculosis HTS,tuberculosis growth,Salmonella PhoP GFP,H1N1 NS1A inhibition,inhibitors of VEEV,others
Cc1cccc(S(=O)(=O)Nc2nc3ccccc3nc2Nc2cccc(C(=O)O)c2)c1,-5%,23%,3%,-1%,1.2%,
CCOC(=O)COc1ccc(Br)cc1C1NC(=O)NC(C)=C1C(=O)NCc1ccccc1 (stereo not given),-8%,16%,-6%,3%,0.6%,
C=CCN1c2ccccc2[C@]23C[C@@H](C(=O)OC)N(C(=O)c4ccc(Br)cc4)C2=NC(C(=O)OC)=C(C(=O)OC)[C@H]13,-5%,10%,5%,11%,0.3%,
CCc1nnc(NC(=O)CSc2nnc3c4ccccc4n(C)c3n2)s1,4%,5%,-3%,-15%,2.9%,
CCOC(=O)C(NC(=O)NC1CCCCC1)(c1ccccc1)C(F)(F)F (stereo not given),-4%,-2%,8%,1%,i,
O=[N+]([O-])c1ccc(NC(=S)N2CCN(S(=O)(=O)c3ccccc3)CC2)cc1,7%,40%,-7%,21%,9.5%,
Cc1cnc(C(=O)N2CCCC(N3CCN(c4cccc(C(F)(F)F)c4)CC3)C2)cn1 (stereo not given),3%,4%,-3%,-1%,i,
Cc1nc(=O)c(-c2ccccc2)c(C)n1CCCCCC(=O)O,-2%,3%,-31%,-4%,i,
Cc1cccc(Nc2nc(NCc3ccco3)nc(N3CCOCC3)n2)c1,u,5%,1%,6%,i,
COc1ccc(Oc2coc3c(CN4CCOCC4)c(O)ccc3c2=O)cc1,-9%,59%,-1%,-8%,3.2%,
Cc1ccccc1C(C(=O)NCc1ccco1)N(CC1CCCO1)C(=O)Cn1nnc2ccccc21 (stereo not given),0%,27%,10%,-6%,6.0%,
O=C(O)c1ccc(-c2ncc[nH]2)cc1,1%,6%,-8%,-11%,1.5%,
Cc1ccc(S(=O)(=O)C(C)C(=O)c2ccc3c(c2)OCCO3)cc1 (stereo not given),-3%,4%,-4%,7%,i,
Cc1ccc2c(c1)N(CC(=O)N1CCC(C)CC1)C(=O)c1cccnc1O2,3%,-2%,6%,4%,1.4%,
COc1ccccc1N1CCN(C(=O)c2cc(-c3cccc(Cl)c3)on2)CC1,24%,9%,0%,-8%,3.2%,
COc1ccc(N(CC(=O)NCCSc2ccc(C)cc2)S(=O)(=O)c2ccccc2)c(OC)c1,4%,11%,7%,-8%,7.9%,
O=CNc1ccc2c(c1)Cc1cccc(NC=O)c1-2,x,x,x,-17%,2.0%,
Cc1ccc(S(=O)(=O)CC(=O)N2CCN(c3ccc(F)cc3)CC2)cc1,-10%,-1%,-9%,-8%,1.3%,
CCOC(=O)C1=C(C)NC(C)=C(C(=O)OCC)C1C(=O)OCC(=O)NC(C)C,-9%,-19%,11%,3%&4%,8.9%&7.8%,
O=C(O)C[C@H]1c2ccc(C(F)(F)F)cc2S(=O)(=O)N1Cc1ccccc1,0%,5%,3%,-3%,0.3%,
Cc1nn(Cc2ccccc2Cl)c(C)c1C(=O)NC1=NCCS1,16%,u,-4%,-7%,5.2%,
Cn1ccnc1C(=O)C1CCCN(Cc2cn[nH]c2-c2ccc(-c3ccccc3)cc2)C1 (stereo not given),76µM*,27%,-2%,0%,7.2%,
CC1(C)CC(=O)C2=C(C1)OC(N)=C(C#N)C2c1cn(-c2ccccc2)nc1-c1ccc(F)cc1 (stereo not given),8%,17%,-1%,-5%,i,
O=C(O)C(Cc1c[nH]c2ccccc12)N1C(=O)C2C3c4ccccc4C(c4ccccc43)C2C1=O (stereo not given),5%,5%,5%,-13%,8.2%,
CC1=C(C(=O)O)CC(S(=O)(=O)O)C1(C)C (stereo not given),x,x,x,-23%,0.1%,
CC(C)(C(=O)O)n1cncn1,-4%,-2%,-6%,1%,1.5%,
Cn1ccnc1Sc1ccc(/C=N/NC(=O)c2ccccc2[N+](=O)[O-])cc1[N+](=O)[O-],-1%,27%,3%,-8%,0.8%,
CN(Cc1cccs1)C(=O)/C=C/c1ccccc1[N+](=O)[O-],4%,28%,5%,5%,0.6%,
O=C(O)c1cc(-c2ccc3ccccc3n2)nc2ccccc12,2%,-5%,-4%,-1%,1.2%,
CCOP(=O)(c1ccccc1)c1nc(-c2ccccc2Cl)oc1N1CCCCC1 (stereo not given),-7%,33%,-9%,1%,3.3%,
CCc1noc(C)c1C(=O)N1CCCC(C(=O)c2ccc(OC)c(F)c2)C1 (stereo not given),-5%,-23%,-1%,0%,1.9%,
CCn1c(SCc2ccc(Cl)cc2)nnc1-c1ccccc1,9%,41%,5%,-4%,1.1%,inhibitors of VEEV 10K pilot screen=0.0
Nc1c(C(=O)O)sc2nc3c(cc12)CCCC3,5%,4%,5%,x,0.2%,
Cc1ccc(C(C)C)c(OCC(=O)OCc2c(C)noc2C)c1,2.9µM*,3.5µM*,2%,-4%,2.5%,
CN(C)/C=C(\C(=O)c1cccc(Cl)c1)c1nnnn1-c1ccccc1,-5%,1%,-2%,-1%,0.5%,
COc1ccccc1Cn1c(=S)[nH]c2cc(C(=O)N3CCN(c4ccccc4OC)CC3)ccc2c1=O,9%,3%,-1%,-1%,7.9%,
COc1ccc(NS(=O)(=O)c2cccc(NC(=O)COc3ccccc3[N+](=O)[O-])c2)cc1,12%,6%,x,-6%,1.8%,
O=C(O)c1cccc(NS(=O)(=O)c2cccc3nsnc23)c1,6%,11%,-4%,0%,i,
CC(=O)[C@H]1CC[C@H]2[C@@H]3C=CC4=CC(=O)CC[C@@]4(C)[C@@H]3CC[C@]12C,-5%,11%,-4%,0%,3.6%,
COc1cc2c(cc1N/C=C(\C#N)c1nc(-c3ccccc3)cs1)oc1ccccc12,0%,-9%,-86%,7%,0.2%,

# Some of these compounds in order of length of the SMILES, high to low.
SMILES,M. tuberculosis HTS,tuberculosis growth,Salmonella PhoP GFP,H1N1 NS1A inhibition,inhibitors of VEEV,others
CC(=O)[C@H]1CC[C@H]2[C@@H]3C=CC4=CC(=O)CC[C@@]4(C)[C@@H]3CC[C@]12C,-5%,11%,-4%,0%,3.6%,
Cn1ccnc1C(=O)C1CCCN(Cc2cn[nH]c2-c2ccc(-c3ccccc3)cc2)C1 (stereo not given),76µM*,27%,-2%,0%,7.2%,
CCC(C(=O)NCCc1c[nH]c2ccc(C)cc12)c1ccccc1 (stereo not given),-2%,11%,-5%,3%,2.8%,

# The list goes on:
SMILES,M. tuberculosis HTS,tuberculosis growth,Salmonella PhoP GFP,H1N1 NS1A inhibition,inhibitors of VEEV,others
Nc1c(C(=O)NC2CCCC2)sc2nc(-c3cccs3)ccc12,7%,u,-9%,-3%,8.0%,
Clc1cccc(Nc2ncnc3ccc(Br)cc23)c1,14%,59%,-3%,6%,5.5%,
COc1ccc(-c2cn(-c3ccc(C)c(Cl)c3)c(=S)[nH]2)cc1OC,-5%,52%,9%,13%,1.5%,
CN(CC1CCOCC1)C(=O)CC1C(=O)NCCN1Cc1ccc(Cl)c(F)c1 (stereo not given),-4%,1%,-13%,-1%,0.5%,
N#Cc1cccnc1N1CCN(C(=O)c2ccco2)CC1,3%,-3%,2%,-22%,1.7%,
COc1ccc(NC(=O)CN2C(=O)COc3ccccc32)cc1OC,8%,12%,-6%,0%,2.2%,
CNC(=O)C1CC(=O)N(c2ccc(OCC(=O)N3CCCC3)cc2)C1 (stereo not given),9%,-12%,-2%,7%,0.6%,
CCN(CC)S(=O)(=O)c1ccc(C(=O)Nc2nnc(COC)o2)cc1,-2%,7%,-8%,-2%,0.4%,
O=C(CC1CCCCC1)NCCOc1ccccc1,-4%,49%,-6%,-8%,i,
O=C(O)c1ccc(CSc2nnc(COc3ccccc3)o2)cc1,9%,-16%,9%,0%,1.1%,
COc1cc(OC)c2ccc(=O)oc2c1C(CC(=O)N1CCOCC1)c1ccc2c(c1)OCO2 (stereo not given),-6%,-8%,3%,-7%,0.8%,
O=S(=O)(Cc1ccccc1Cl)NCCc1ccccc1,-4%,15%,0%,-7%,2.6%,
COCCCN(Cc1ccccn1)S(=O)(=O)Cc1ccccc1,-3%,-1%,-3%,6%,1.1%,
Cc1ccc(/C=C2\SC(=O)N(CCC(=O)N3CCN(C)CC3)C2=O)cc1,7%,30%,-15%,11%,2.1%,
O=C(NCCc1ccccc1)C(=O)c1c(-c2ccccc2)[nH]c2ccccc12,-7%,-15%,8%,0%,1.8%,inhibitors of VEEV 10K pilot screen=6.0
c1ccc(-n2ncc3c(NCc4cccnc4)ncnc32)cc1,1%,9%,-16%,-16%,2.6%,
COc1cnc(N(C)C)nc1Sc1cccc(Cl)c1,8%,17%,-4%,-1%,0.3%,
O=C1NC(c2ccccc2)=C(c2ccc3ccccc3n2)C(c2ccncc2)N1 (stereo not given),0%,-5%,0%,-2%,i,
CCOc1ccc2oc(C(=O)NN3C(C)CCCC3C)c(C)c2c1 (stereo not given),0%,23%,6%,-5%,0.3%,
CC1(C)CC(=O)C(C(O)c2ccc([N+](=O)[O-])cc2)C(C)(C)N1 (stereo not given),5%,-3%,6%,-14%,1.6%,
Cc1ccc(OCC(=O)OC(C)CN2CCCCC2)cc1 (stereo not given),-13%,14%,-8%,0%,0.5%,
Cc1cccc(C(C)C)c1NC(=O)CN1C(=O)NC(Cc2ccccc2)C1=O (stereo not given),-2%,-10%,3%,-6%,2.1%,
